pPAFAH FP inh – inhibitors of human plasma PAF acetylhydrolase (pPAFAH) | Q13093 | recombinant pPAFAH, FP-rhodamine probe fluorescence polarization | inhibition, % at 3.39 µM | 330,000 compounds, 1.5% hits;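 active = inhibition above the mean inhibition across the screen plus 3 SD, cut at about 25% in these data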;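 also: inhibitors block binding of the rhodamine activity-based probe so polarization drops; 0% = enzyme with DMSO and 100% = wells lacking pPAFAH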
PME-1 inh – blocks human protein phosphatase methylesterase 1; Q9Y570; recombinant PME-1, FP-Rh probe fluorescence polarization; inhibition, % at 5.9 µM; 320,000 compounds, 0.53% hits;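 active = inhibition above the campaign mean of all compounds plus 3 SD, cut at about 26% in these data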;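 also: competitive labeling of PME-1 active site by serine hydrolase directed probe; 0% = PME-1 with DMSO and 100% = wells lacking PME-1 enzyme; inhibitors block probe labeling so polarization falls and inhibition rises; many of its hits are not listed in these tables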
Target sequence (Q9Y570 whole entry, looked up): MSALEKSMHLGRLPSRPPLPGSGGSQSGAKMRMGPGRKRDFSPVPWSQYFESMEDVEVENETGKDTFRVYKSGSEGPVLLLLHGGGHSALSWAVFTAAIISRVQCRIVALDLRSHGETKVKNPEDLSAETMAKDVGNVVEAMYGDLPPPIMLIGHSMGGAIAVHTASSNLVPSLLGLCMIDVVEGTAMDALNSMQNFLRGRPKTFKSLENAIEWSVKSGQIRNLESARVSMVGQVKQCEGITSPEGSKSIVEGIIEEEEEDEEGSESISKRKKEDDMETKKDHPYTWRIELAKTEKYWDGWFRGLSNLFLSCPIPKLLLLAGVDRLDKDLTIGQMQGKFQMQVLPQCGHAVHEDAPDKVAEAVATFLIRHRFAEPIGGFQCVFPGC
PREPL inh – inhibitors of human prolyl oligopeptidase-like enzyme PREPL; recombinant PREPL, fluorescence polarization activity-based probe; Q4J6C6; AID 2751; 320,000 compounds, 0.68% hits; inhibition, % at 5.96 µM; in the data active = inhibition above about 43%;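 also: 0% = enzyme with DMSO and 100% = wells lacking enzyme; many of its hits are not listed in these tables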
LYPLA1 inh – blocks human lysophospholipase 1, a PME1 counter-screen; inhibition, % at 5.9 µM; 320,000 compounds, 0.16% hits; AID 2174; O75608; recombinant LYPLA1, FP-Rh probe fluorescence polarization;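 active = inhibition above the mean of all tested compounds plus 3 SD, set per campaign, cut at about 14% in these data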;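 also: inhibitors block serine hydrolase probe labeling of LYPLA1 so polarization falls; 0% = enzyme with DMSO and 100% = wells lacking LYPLA1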
GSTO1 counter – counter-screen for RBBP9 inhibitors: inhibitors of human GSTO1 | recombinant GSTO1, activity-based probe fluorescence polarization | inhibition, % at 5.96 µM | 300,000 compounds, 1.1% hits | P78417;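 active = inhibition above the campaign mean inhibition plus 3 SD, cut at about 35% in these data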;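 also: 0% = GSTO1-1 with DMSO and 100% = wells lacking GSTO1-1 enzyme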
PAD4 inh – inhibitors of human PAD4 | Q9UM07 | recombinant PAD4, RCA probe fluorescence polarization | inhibition, % at 6.36 µM | 330,000 compounds, 0.41% hits;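 active = percent inhibition above a cutoff equal to the mean of all tested compounds plus 3 SD, cut at about 15% in these data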;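 also: 0% = PAD4 with RCA probe and DMSO and 100% = probe without PAD4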
PAFAH1B3 inh – PAFAH1B3 (human) inhibition; Q15102; recombinant PAFAH1B3, FP-rhodamine probe, fluorescence polarization; inhibition, % at 3.39 µM; 340,000 compounds, 0.28% hits; AID 492972;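 active = inhibition above the screen-wide average of all tested compounds plus 3 SD, cut at about 25% in these data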;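 also: 0% = enzyme with DMSO only and 100% = wells lacking PAFAH1B3 protein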
PAFAH1B2 FP inh – PAFAH1B2 (human) inhibition. AID 492953. recombinant PAFAH1B2, FP-rhodamine activity probe, fluorescence polarization. 340,000 compounds, 1.2% hits. inhibition, % at 3.39 µM;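 active = inhibition above the mean of all tested compounds plus 3 SD, cut at about 24% in these data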;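 also: 0% = enzyme with DMSO and 100% = wells lacking PAFAH1B2; many of its hits are not listed in these tables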
Target sequence (P68402 whole entry, looked up): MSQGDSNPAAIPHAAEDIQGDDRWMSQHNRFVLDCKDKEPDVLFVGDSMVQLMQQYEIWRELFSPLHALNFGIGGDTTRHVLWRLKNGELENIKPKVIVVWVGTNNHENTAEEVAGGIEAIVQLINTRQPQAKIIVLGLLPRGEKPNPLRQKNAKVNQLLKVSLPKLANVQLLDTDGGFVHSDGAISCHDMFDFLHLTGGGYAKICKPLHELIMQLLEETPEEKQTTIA
LYPLA2 inh – blocks human lysophospholipase 2, a PME1 counter-screen. O95372. recombinant LYPLA2, FP-Rh probe fluorescence polarization. 320,000 compounds, 0.38% hits. AID 2177. inhibition, % at 5.9 µM;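 active = inhibition above the screen-wide mean plus 3 SD, limit set per campaign, cut at about 26% in these data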;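 also: 0% = LYPLA2 with DMSO and 100% = wells lacking LYPLA2 enzyme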
Target sequence (O95372 whole entry, looked up): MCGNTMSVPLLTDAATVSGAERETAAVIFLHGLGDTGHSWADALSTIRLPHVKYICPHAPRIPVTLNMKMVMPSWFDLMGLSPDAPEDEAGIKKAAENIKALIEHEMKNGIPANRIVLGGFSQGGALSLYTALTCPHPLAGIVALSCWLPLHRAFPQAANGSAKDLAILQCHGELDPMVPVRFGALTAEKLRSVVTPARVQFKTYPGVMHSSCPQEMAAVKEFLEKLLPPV
Numbers without * were called inactive; . = no result given. The list is partial. The share of hits here may be higher or lower than overall.

SMILES | pPAFAH FP inh | PME-1 inh | PREPL inh | LYPLA1 inh | GSTO1 counter | PAD4 inh | PAFAH1B3 inh | PAFAH1B2 FP inh | LYPLA2 inh
Cc1ccc2c(cnn2C(=O)CCCC(=O)NC(C)c2ccccc2)c1 (centres undefined) | 14 | 2 | 20 | 1 | 6 | -5 | 1 | 5 | 11
Cc1cc(NS(=O)(=O)c2ccc(NC(=O)COc3ccccc3[N+](=O)[O-])cc2)no1 | 9 | 0 | 0 | -2 | 0 | -5 | 4 | 8 | -6
COc1ccc(CNC(=O)Nc2cccc(C(F)(F)F)c2)cc1OC | 0 | -9 | 8 | 2 | -20 | 6 | -5 | -2 | 1
CCN(CC)S(=O)(=O)c1ccc(N2CCOCC2)c(NC(=O)C2CCCC2)c1 | 2 | -5 | -2 | 3 | -2 | -2 | 7 | 0 | 4
COc1ccccc1NC(=O)CSc1ccc(-c2cccs2)nn1 | -12 | 6 | -1 | -3 | -2 | 3 | 3 | 3 | -9
Cc1ccc(CNC(=O)CSc2nnc(CNC(=O)c3ccccc3)o2)cc1 | 6 | -8 | 3 | 1 | 13 | -1 | 5 | 3 | 6
CCCSc1nc(N)nc(-c2cccs2)c1C#N | 0 | -3 | 0 | -2 | -20 | 0 | -4 | -3 | -3
Cc1nc(SCC(=O)Nc2ccccc2C(F)(F)F)c(C#N)c(C)c1CC(=O)c1ccc(Br)cc1 | -5 | -1 | 10 | -1 | 15 | -2 | . | . | -14
CN1CCN(C(=O)/C(=C\c2cccs2)NC(=O)c2cccs2)CC1 | 5 | -3 | 0 | 1 | 8 | -2 | 1 | 0 | 3
COc1ccccc1/C(C)=N/NC(=O)c1nnn(-c2nonc2N)c1C(C)C | -1 | -1 | 5 | -4 | 6 | 0 | 2 | 5 | -3
CCc1ccccc1N1C(=O)C2C3C=CC(CC3)C2C1=O (centres undefined) | -1 | 5 | 20 | 5 | 6 | -2 | 5 | 5 | 8
CC1Cc2cc(S(=O)(=O)NCCC(=O)N(C)Cc3ccccc3)ccc2N1C(=O)C1CC1 (centres undefined) | 2 | 10 | 6 | -1 | 3 | -4 | 4 | 1 | 12
CC1=NN(C(C#N)c2ccc(F)cc2)C(C)(C)C1 (centres undefined) | 5 | -3 | 5 | 0 | 4 | -4 | 0 | 5 | 1
CCN(CC)CCNC(=O)c1ccc(-n2c(C)cc3c2CCCC3=O)cc1 | -2 | 2 | 18 | -5 | 5 | -4 | 2 | 3 | -1
O=[N+]([O-])/C(=C\Nc1ccc(F)cc1F)S(=O)(=O)c1ccccc1 | 1 | -3 | -6 | 3 | 4 | 4 | 2 | 2 | 1
CCNC(=S)NNC(=O)c1cc(-c2cccc(C)c2)nc2ccccc12 | 23 | 1 | 8 | -4 | -15 | -7 | 0 | 32* | -3
COc1ccc(CNC(=O)CSc2ncn[nH]2)cc1 | 0 | 1 | 13 | 0 | -1 | -4 | 4 | -1 | -6
CCc1ccc(NC(=O)C(CC)Sc2nc3cc4c(cc3c(=O)n2Cc2ccco2)OCO4)cc1 (centres undefined) | -6 | -3 | 6 | -4 | 0 | 0 | 4 | 8 | -6
CC1CCN(S(=O)(=O)c2ccc(S(=O)(=O)NCC3COCCO3)cc2)CC1 (centres undefined) | 4 | 3 | 16 | 0 | 2 | 0 | 3 | 22 | 3
CC12CN3CC(C)(CN(C1)C3c1ccc3c(c1)OCO3)C2 (centres undefined) | -3 | -9 | -5 | 0 | -4 | -3 | 4 | 1 | -5
O=C(COc1ccccc1Cl)Nc1ccc(CN2CCOCC2)cc1 | 0 | 7 | 14 | 2 | 2 | -5 | -6 | -4 | 11
Cc1ccc(C(=O)Nc2cccc(C(=O)N3CCN(C)CC3)c2)cc1 | 6 | 5 | 7 | -2 | 0 | -3 | -2 | -4 | 1
Cc1cc(NC(=O)CSc2nnc(COc3cccc(C)c3C)n2C)no1 | -3 | -2 | 9 | 1 | 7 | 0 | -7 | -2 | 1
COc1ccccc1S(=O)(=O)CC(O)COc1ccccc1Cl (centres undefined) | -3 | 8 | -19 | 2 | 0 | 1 | 5 | 4 | -1
COc1ccc2cc(C(c3nnnn3Cc3ccc(F)cc3)N3CCCCCC3)c(=O)[nH]c2c1 (centres undefined) | 3 | 4 | 14 | -1 | 4 | 1 | 5 | 2 | -2
COc1ccc(CNc2ccc(-c3ccccc3OC)nn2)cc1 | -1 | 3 | 10 | -2 | -1 | 0 | 0 | 8 | 4
CCCOc1ccc(N2C(=O)CC(N3CCN(c4nc5ccccc5s4)CC3)C2=O)cc1 (centres undefined) | -3 | -3 | 16 | 3 | -5 | 0 | 0 | -4 | 16
O=C(N/N=C/c1cc(Br)c(O)c(Br)c1)c1cccnc1 | 5 | -3 | 7 | 1 | 2 | 0 | -4 | 7 | 2
O=C(N/N=C/c1cn(Cc2ccccc2)c2ccccc12)c1cccnc1 | 7 | 7 | 25 | 5 | 7 | 1 | 12 | -2 | 5
COc1ccc(Nc2nc(Cl)nc(Nc3ccc(OC)cc3)n2)cc1 | 0 | 3 | 12 | 1 | 4 | -6 | 5 | 5 | 0
C/C=C/c1ccc(OCC(=O)N(CCOC)c2c(N)n(CCCC)c(=O)[nH]c2=O)c(OC)c1 | 3 | 1 | 10 | 2 | -3 | -5 | 9 | 3 | 7
COc1ccccc1C(=O)NC(=O)COC(=O)c1cccc(NC(C)=O)c1 | -2 | 10 | 2 | 3 | 0 | -1 | -1 | 3 | 12
Cn1c(COc2ccccc2)nnc1SCC(=O)NC1CCCC1 | 3 | 0 | 2 | -3 | 0 | 0 | 9 | 6 | -8
COC(=O)NC1CCS(=O)(=O)C1 (centres undefined) | 0 | -3 | 0 | 0 | -2 | 0 | 8 | 4 | 4
COc1ccc(CCNC(=O)COC(=O)c2ccc[nH]c2=O)cc1 | 4 | 2 | 3 | 3 | 2 | -2 | 9 | 7 | 6
Cc1ccc(SC(C)C(=O)Nc2ccccc2-c2ccccc2)cc1 (centres undefined) | 1 | -2 | 2 | 3 | 4 | -4 | 5 | 13 | 1
CCOC(=O)c1c(C)nn(-c2ccc(NC(=O)CSCC(=O)O)cc2)c1C | -4 | -2 | -3 | -3 | 6 | 1 | 7 | -6 | -1
O=C(COC(=O)c1ccc(S(=O)(=O)N2CCCC2)cc1)Nc1cccnc1Cl | 6 | 1 | 5 | 0 | -9 | 0 | 9 | -1 | 2
O=C(CSc1nc2ccccc2c(=O)n1-c1ccccc1)N1CCc2ccccc21 | 7 | 2 | 15 | -5 | 0 | -1 | 4 | 3 | -4
COc1ccc(-c2csc3nc(-c4ccccc4F)oc(=O)c23)cc1 | -1 | 12 | 7 | -6 | -49 | -2 | -2 | 0 | -7

The closing five compounds of the section above come first, to join the parts.
SMILES | pPAFAH FP inh | PME-1 inh | PREPL inh | LYPLA1 inh | GSTO1 counter | PAD4 inh | PAFAH1B3 inh | PAFAH1B2 FP inh | LYPLA2 inh
Cc1ccc(SC(C)C(=O)Nc2ccccc2-c2ccccc2)cc1 (centres undefined) | 1 | -2 | 2 | 3 | 4 | -4 | 5 | 13 | 1
CCOC(=O)c1c(C)nn(-c2ccc(NC(=O)CSCC(=O)O)cc2)c1C | -4 | -2 | -3 | -3 | 6 | 1 | 7 | -6 | -1
O=C(COC(=O)c1ccc(S(=O)(=O)N2CCCC2)cc1)Nc1cccnc1Cl | 6 | 1 | 5 | 0 | -9 | 0 | 9 | -1 | 2
O=C(CSc1nc2ccccc2c(=O)n1-c1ccccc1)N1CCc2ccccc21 | 7 | 2 | 15 | -5 | 0 | -1 | 4 | 3 | -4
COc1ccc(-c2csc3nc(-c4ccccc4F)oc(=O)c23)cc1 | -1 | 12 | 7 | -6 | -49 | -2 | -2 | 0 | -7
S=C1NC2(CCCC2)Nc2ccccc21 | 4 | -2 | 1 | 6 | 3 | -3 | 0 | 2 | 8
COC(=O)c1ccccc1NC(=O)CNC(=O)c1ccc(OC)cc1 | 5 | 4 | -6 | 1 | 8 | -1 | 1 | 2 | 8
Cc1ccc(C2(C)NC(=O)N(CC(=O)N3CCN(C(=O)c4cccs4)CC3)C2=O)cc1 (centres undefined) | 4 | -3 | 20 | 1 | . | -6 | 2 | 1 | 11
CCC(C)NC(=O)C1(O)c2cc(Br)ccc2NC(=O)N1c1cccc(OC)c1 (centres undefined) | 6 | -1 | 0 | -4 | -7 | -1 | 4 | 1 | -8
COc1ccc(/C=C/C(=O)NCCSCc2ccco2)cc1OC | 6 | -3 | 1 | 0 | -7 | 0 | 8 | 11 | -3
CC1C(C#N)=C(N)OC2=C1C(=O)CC(c1ccccc1)C2 (centres undefined) | 6 | 2 | 12 | 2 | 4 | 8 | 8 | -4 | 10
Cc1c(C)c2c(c(C)c1O)CCC(C)(C(=O)O)O2 (centres undefined) | 1 | 4 | 3 | 3 | -3 | -2 | 8 | 3 | 10
COc1ccc(/C=C(\NC(=O)c2ccc(OC)c(OC)c2)C(=O)N2CCN(C)CC2)cc1 | 4 | 1 | -10 | -1 | -1 | 0 | -1 | 4 | 1
CCN(CC)CCn1c(=S)[nH]c2cc(C(=O)NCc3ccccc3Cl)ccc2c1=O | 1 | -9 | -3 | -4 | 9 | -3 | 10 | 1 | -9
CS(=O)(=O)N1CCN(c2ccccc2F)CC1 | 1 | 4 | 20 | 0 | 7 | -2 | 2 | 3 | 6
Cc1c(Cl)cccc1NC(=O)c1ccco1 | -1 | -2 | 6 | 0 | 4 | 5 | 8 | 2 | 4
O=C(O)c1ccc2c(=O)n3cc(C(=O)c4ccccc4O)cc(Cl)c3nc2c1 | 17 | -16 | 3 | -6 | -6 | 2 | 4 | 2 | -12
Cc1cccc(C(=O)NC(C(=O)Nc2cccc(S(=O)(=O)N3CCCC3)c2)C(C)C)c1 (centres undefined) | 7 | 2 | 3 | 1 | . | -4 | 5 | 3 | -2
Cc1ccc(S(=O)(=O)NCCC(=O)N2CCN(c3ccccc3)CC2)cc1C | 7 | . | 14 | . | . | -1 | 10 | 2 | .
COc1cc(C(=O)NC(=S)Nc2ccccc2N2CCOCC2)cc(OC)c1OC | 2 | 1 | 18 | -2 | 6 | 3 | -3 | 0 | -1
Cc1ccc(Cn2c(C)nc3ccc([N+](=O)[O-])cc3c2=O)cc1 | -1 | 1 | 8 | 1 | -1 | -6 | -5 | -1 | 0
CCN(CCO)c1ccc(-n2c(N)c(C(=O)OC)c3nc4ccccc4nc32)cc1 | 5 | 4 | 4 | -4 | 8 | -4 | 4 | 5 | 0
Cc1cccc(OCC(=O)OC(C)CN2CCCCC2)c1 (centres undefined) | 4 | -2 | -1 | 2 | 6 | -6 | 5 | 3 | 4
COc1ccc(CN(C)C(=O)c2[nH]c(C)c(C(C)=O)c2C)c(OC)c1OC | 1 | -6 | -2 | -4 | 3 | 0 | 5 | 1 | -6
O=C(O)CCCC(=O)OCCCCc1cccs1 | 4 | -1 | -4 | 2 | 0 | 8 | 4 | 19 | 2
CCOc1ccc(NC(=O)C(C)O)c(NS(=O)(=O)c2ccc(CCNC(C)=O)cc2)c1 (centres undefined) | -9 | 2 | 14 | -1 | 4 | -2 | 11 | 4 | -6
COc1ccc(C2CC(c3ccccc3O)=NN2C(=O)c2ccccc2)cc1OC (centres undefined) | -3 | -8 | 8 | -2 | 4 | -3 | 8 | 2 | -10
